aSyn rescue – alpha-synuclein toxicity inhibition in yeast; Yeast expressing alpha-synuclein, growth rescue, BacTiter-Glo, 24 h; Potency, µM (series often up to 46.1 µM), for the others: at the highest dose growth rescue (activation), hits mostly activators; 370,000 tested, 0.14% active; further: potency means the concentration at half of the fitted maximal effect; % of control where 0% means no effect; nearly all actives have a fitted effect of over 65% in size
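Rescue of yeast growth: cells expressing toxic alpha-synuclein, induced in galactose at OD600 0.02, incubated with compound 24 h at 30 C. ATP luminescence quantified growth; inhibitors of toxicity appear as activators.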
KB-V1 MDR tox – kills drug-selected multidrug resistant KB-V1 cells | KB-V1 MDR cells viability, CellTiter-Glo, 72 h | Potency, µM (series often up to 46.1 µM), for the others: at the top dose activity change, negative = cytotoxicity, hits mostly cytotoxic | 400,000 tested, 3.4% active | AID 1347076; further: potency means the concentration at half of the fitted maximal effect; on the % scale 0 is the no-effect control and ±100 the full control effect; nearly all actives have a fitted effect of over 60% in size
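KB-V1, DMEM (no phenol red) + 10% FBS; cpd pin-transferred, titration series; 72 h, 37 degrees C; CellTiter-Glo, luminescence. Data normalized, curve-fit.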
GLP-1R inv ag – inverse agonists of human GLP-1 receptor; P43220; 410,000 tested, 1.6% active; Potency, µM (highest dose often 38.3 µM), for the others: at the top dose activity change, negative = inhibition, usual class: inhibitors; AID 624417; HEK293 GLP-1R CRE-luciferase, luminescence, 24 h; GLP-1R form is constitutively active; further: potency means the concentration at half of the fitted maximal effect; on the % scale 0 is the no-effect control and ±100 the full control effect; nearly all actives have a fitted effect of over 55% in size
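Inverse agonism was detected as reduced cAMP-driven luciferase luminescence after 24 h compound treatment. The cells were HEK293 clones expressing constitutively active human GLP-1R with the reporter. Reporter-only and GPR119 cell lines served as counterscreen controls.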
D3 ag – activates the human D3 dopamine receptor; D3R DiscoveRx beta-arrestin cells, luminescence, 90 min; max activation, %; AID 652048; P35462; 410,000 tested, 0.58% active; in the data active means max activation above about 30%; further: 0% is about no effect; mostly tested at two doses, the higher about 12 µM
Target sequence (P35462 whole entry, looked up): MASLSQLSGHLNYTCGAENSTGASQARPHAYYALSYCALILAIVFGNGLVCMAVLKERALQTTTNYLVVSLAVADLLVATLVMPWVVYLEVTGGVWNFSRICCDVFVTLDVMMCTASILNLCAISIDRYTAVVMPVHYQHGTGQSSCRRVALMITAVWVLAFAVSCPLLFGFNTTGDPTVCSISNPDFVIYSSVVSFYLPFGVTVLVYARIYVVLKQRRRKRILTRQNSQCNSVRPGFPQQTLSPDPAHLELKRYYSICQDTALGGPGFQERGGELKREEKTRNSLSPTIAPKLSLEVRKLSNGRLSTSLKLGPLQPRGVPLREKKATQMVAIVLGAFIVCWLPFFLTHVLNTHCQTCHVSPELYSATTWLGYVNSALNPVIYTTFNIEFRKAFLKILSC
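Cells at 1500/well, incubated overnight, then treated with pinned compounds (dopamine as control) for 90 min at 37 degrees C. DiscoveRx reagent added for 30 - 60 minutes at room temperature; luminescence read.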
GLP1R ag – activates the human GLP-1 receptor | P43220 | Potency, µM (titrated, usually from 45.6 µM), inactives show top-dose activation, hits mostly activators | HEK293 GLP-1R CRE-luciferase, luminescence, 4-6 h; cells express a hypersensitive GLP-1R form | AID 624172 | 380,000 tested, 0.007% active; further: potency means the concentration at half of the fitted maximal effect; % of control where 0% means no effect
HEK293 tox – cytotoxicity counter-screen for GLP-1 receptor inverse agonists; HEK293 cAMP-luciferase reporter cells, luminescence, 24 h; Potency, µM (series often up to 38.3 µM), for the others: at the top dose activity change, negative = inhibition, most hits filed as inhibitors; 410,000 tested, 0.13% active;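 further: loss of luciferase light is scored as toxicity; potency means the concentration at half of the fitted maximal effect; on the % scale 0 is the no-effect control and ±100 the full control effect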
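To flag toxic compounds, the library was rerun on cells for 24 hr at 37 deg C and 5% CO2. Viability-linked luminescence was captured 12 min after adding luciferase detection reagent.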
TDP43 rescue – rescues yeast growth from TDP-43 toxicity. Potency, µM (series often up to 46.1 µM), without a hit: at the highest dose growth rescue (activation), actives largely listed as activators. 410,000 tested, 1.8% active. TDP-43 expressing yeast growth rescue, BacTiter-Glo, 24 h; further: potency means the concentration at half of the fitted maximal effect; % of control where 0% means no effect; nearly all actives have a fitted effect of over 50% in size
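In this qHTS, compounds that restore growth of yeast expressing TDP-43 appear as activators. Cells (OD600=0.02, galactose medium, raffinose-pregrown) are incubated with compound 24 hr at 30 deg C and growth is quantified by BacTiter-Glo.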
PTHR1 agonist – activates the human parathyroid hormone receptor PTHR1 | Q03431 | HEK293 GP2 PTHR1 cells, GloSensor cAMP luminescence, 1 h | Potency, µM (series often up to 115 µM), without a hit: top-dose activation, usual class: activators | 410,000 tested, 0.075% active | AID 743266; further: potency means the concentration at half of the fitted maximal effect; nearly all actives have a fitted effect of over 55% in size; some results filed as inactive show a strong effect at the top dose; inactives centre near -15; many of its hits are not listed in these tables
Target sequence (Q03431 whole entry, looked up): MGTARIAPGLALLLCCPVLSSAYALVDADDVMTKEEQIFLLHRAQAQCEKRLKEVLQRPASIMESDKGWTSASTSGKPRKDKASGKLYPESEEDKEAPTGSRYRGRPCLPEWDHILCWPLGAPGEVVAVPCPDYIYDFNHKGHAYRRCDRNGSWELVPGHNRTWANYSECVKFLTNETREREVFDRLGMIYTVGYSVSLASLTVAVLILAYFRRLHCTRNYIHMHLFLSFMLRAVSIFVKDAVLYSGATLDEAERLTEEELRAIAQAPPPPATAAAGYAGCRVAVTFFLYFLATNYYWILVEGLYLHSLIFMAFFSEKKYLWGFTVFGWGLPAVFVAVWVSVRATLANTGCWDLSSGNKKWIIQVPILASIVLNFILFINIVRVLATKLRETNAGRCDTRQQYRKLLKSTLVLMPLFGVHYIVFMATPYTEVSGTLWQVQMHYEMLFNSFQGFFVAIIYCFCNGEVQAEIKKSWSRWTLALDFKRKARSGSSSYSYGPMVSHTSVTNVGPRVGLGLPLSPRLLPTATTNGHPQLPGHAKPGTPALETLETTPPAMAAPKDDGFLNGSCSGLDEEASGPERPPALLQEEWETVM
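HEK-293-derived GP2 cells expressing PTHR1 and a GloSensor cAMP reporter, 3,000/well, plated overnight, given luciferin plus IBMX (each 0.5 mM as added) for 1 h at 37 °C, then compound for 1 h at 37 °C. Luminescence was read after 15 min at room temperature.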
D3 antag – blocks the human D3 dopamine receptor; D3R cells, DiscoveRx beta-arrestin luminescence, antagonist mode; active compounds read low; max response, negative = inhibition, %; 360,000 tested, 2.5% active; AID 652054; in the data active means max response below about -50%; inconclusive means no clear call, values can overlap the other calls; further: on the % scale 0 is the no-effect control and ±100 the full control effect; mostly tested at two doses, the higher about 12 µM
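Cells plated overnight at 1500 cells/well, then exposed to library compounds with dopamine controls for 90 minutes at 37 degrees C. DiscoveRx reagent added for 30–60 minutes at room temperature; luminescence read, quantitative HTS format.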
The depositor's hits bear a star; i = inactive; ? = inconclusive; / = not tested or not shown; [ ] = remark or other dose. Unless noted, the call rests on the fitted dose curve; in most records, active means well fitted curve in the direction sought with a large enough effect; inconclusive means small, poorly fitted or top-dose-only effect, or another doubt; inactive means no such curve, though single readings can be large; an effect the other way counts as inactive or inconclusive. Only part of the results is shown (hit frequency here may not be typical).

molecule | aSyn rescue | KB-V1 MDR tox | GLP-1R inv ag | D3 ag | GLP1R ag | HEK293 tox | TDP43 rescue | PTHR1 agonist | D3 antag
CC(=O)N1CCN(C(=O)c2ccc(OC3CCN(CCc4ccccc4)CC3)cc2)CC1 | -0.8% | / | -2.2% | -10.9 | -7.1% | 9.7% | -1.9% | -7.1% | 8.3
O=C(CN1CCN(c2ccc(Cl)cc2)CC1)N1CCCC1 | -4.4% | -18.4% | -21.6% | 0.4 | 4.7% | -10.5% | -26.5% | i | 10.4
CCc1nnc(NS(=O)(=O)c2ccc(N/C=C/C(=O)c3ccc(OC)cc3)cc2)s1 | 9.0% | -8.4% | 13.2% | 5.3 | 2.0% | 0.2% | -3.2% | i | -5.2
NCC(=O)NCC(=O)NC[C@H]1O[C@@H](n2cnc3c(N)ncnc32)[C@H](O)[C@@H]1O | -10.4% | 12.9% | 7.5% | 5.2 | 5.7% | -0.6% | ? | i | 41.1
Cc1ccc(S(=O)(=O)N2CCC(=O)CC2c2ccccc2)cc1 (stereo unspecified) | 1.0% | 4.1% | -17.9% | -11.4 | -1.1% | 6.7% | ? | i | -11.1
COc1ccc(/C(O)=C2/C(=O)C(=O)N(c3ncccn3)C2c2ccc(F)cc2)cc1 (stereo unspecified) | -0.4% | 0.0% | 2.6% | -0.9 | -4.6% | -3.3% | -15.0% | -5.9% | 2.7
O=C(Nc1ccc(-c2csc(Nc3ccccc3)n2)cc1)c1ccccc1 | -12.5% | 0.0% | ? | -18.8 | 8.0% | -12.5% | 10.6% | -30.1%[inhibitor] | -10.0
O=C(Cc1cccc2ccccc12)N1CCCc2ccccc21 | ? | -19.0% | ? | -1.6 | 6.8% | 2.6% | 9.6% | i | -24.5
COc1ccc(NC(=O)c2ccc3ncsc3c2)cc1 | -27.1% | -12.3% | -8.4% | -7.2 | -6.6% | -12.8% | 7.08µM* | i | -9.3
C=CCSc1nnc2c(n1)-c1cccc3cccc-2c13 | -16.9% | 0.0% | 8.8% | 0.6 | ? | 18.7% | 14.5% | -2.2% | 0.0
CCCNC(=O)N(C)C[C@H]1Oc2ncc(C#CCc3ccccc3)cc2C(=O)N([C@H](C)CO)C[C@H]1C | -1.3% | 14.4% | 1.2% | -10.0 | -5.1% | -1.5% | 12.1% | -17.9% | -28.0
CCCc1noc(-c2ccc(NCc3ccccc3OC)c([N+](=O)[O-])c2)n1 | / | -9.4% | -3.5% | -9.1 | / | -2.2% | 7.5% | -21.1% | /
O=C(CN1C(=O)/C(=C/c2cccc(Br)c2)SC1=S)N1CCCC1 | 6.3% | -16.7% | 25.6% | 7.9 | -0.3% | 9.5% | 5.4% | -7.4% | -17.5
Cc1ccc(CN(C(=O)COc2cccc([N+](=O)[O-])c2)c2ccccn2)cc1 | / | ? | -29.7% | -5.2 | / | 9.0% | ? | i | /
Cn1c(=O)c(C(=O)COc2ccc(F)cc2Cl)c(N)n(Cc2ccccc2)c1=O | 0.7% | -19.0% | ? | 7.5 | 19.5% | -4.5% | -12.8%[0.397 µM] | -29.8% | 15.4
Cc1nc2sc(C(=O)Nc3ccccc3Cc3ccccc3)c(C)c2c(=O)[nH]1 | 0.2% | ? | 75.1%[activator] | 3.2 | 5.6% | -1.6% | 15.6% | -24.4% | 5.6
COc1ccc(/C=N/NC(=O)CCN2CCCCC2c2cccnc2)cc1Cn1cc([N+](=O)[O-])cn1 (stereo unspecified) | -2.4% | 0.1% | -7.5% | -2.0 | -5.2% | -1.7% | 7.9% | i | -22.4
CCOC(=O)N1CCN(C(=O)CNCc2cccs2)CC1 | 0.9% | 8.1% | -18.4% | 1.2 | -6.1% | -5.9% | -0.7% | -1.7% | 12.7
C/C(=N/NC(=O)c1ccccn1)c1ccncc1 | -1.4% | 15.4% | -6.3% | -16.2 | -0.4% | 13.1% | 8.5% | i | -17.1
CCSc1nnc(NC(=O)c2cccs2)s1 | -13.2% | 17.2% | 4.0% | 4.2 | -13.7% | -1.4% | -10.9% | i | -20.6
N#CC1=C(N)OC2=C(CCc3ccccc32)C1c1ccccc1 (stereo unspecified) | 19.7% | 1.46µM* | 1.26µM* | 1.4 | 14.0% | -27.0% | -4.3% | i | -14.2
Cc1ccc(-n2c(=O)[nH]cc(C(=O)N3CCc4ccccc43)c2=O)cc1 | 4.1% | 18.6% | -22.1% | -1.2 | -5.8% | -12.8% | 13.0% | i | -0.6
CCCn1c(=O)c2c(c3ccccc31)OCC(=O)N2 | 8.1% | -18.8% | 8.7% | 2.8 | -8.6% | 0.4% | 26.2% | i | 14.1
N#CCCn1cc(C=O)c(-c2cccs2)n1 | 7.6% | -1.7% | -14.9% | 5.2 | 5.3% | 0.8% | 10.1% | -0.2% | 1.6
COCCn1c(SCC(=O)NCc2ccccc2)nc2ccccc21 | -1.9% | 2.8% | -16.7% | -3.6 | 3.3% | 2.0% | -8.5% | -7.0% | -6.9
COc1cc(C(C(=O)NC2CCCC2)N(C(=O)Cc2cccs2)C2CC2)cc(OC)c1OC (stereo unspecified) | -1.9% | ? | -17.1%[7.66 µM] | -6.9 | 5.5% | 2.6%[7.66 µM] | 1.3%[9.22 µM] | i | -7.4
Cc1cc(-c2n[nH]c(=S)n2-c2ccc(C)c(C)c2)no1 | -1.5% | -12.0% | 10.6% | 1.4 | -2.1% | 10.8%[1.53 µM] | -24.4% | 13.2% | 5.7
Oc1c(Br)cc(Br)cc1-c1nc2ccccc2s1 | / | 28.4% | 14.3% | -10.3 | / | 0.0% | 14.4% | i | /
O=C(NCCNc1ccccc1[N+](=O)[O-])c1cc(F)c(F)cc1Cl | -4.6% | ? | -25.4% | -2.7 | -0.2% | -14.4% | 0.8% | -14.3% | 10.8
Clc1cccc(CSc2nnc(-c3cccnc3)n2Cc2ccco2)c1 | 10.5% | ? | 0.0% | -9.0 | 4.2% | -8.2% | -0.3% | -65.7%[inhibitor] | -22.0

Grouped by structure, the compounds so far containing bromine (2)
molecule | aSyn rescue | KB-V1 MDR tox | GLP-1R inv ag | D3 ag | GLP1R ag | HEK293 tox | TDP43 rescue | PTHR1 agonist | D3 antag
O=C(CN1C(=O)/C(=C/c2cccc(Br)c2)SC1=S)N1CCCC1 | 6.3% | -16.7% | 25.6% | 7.9 | -0.3% | 9.5% | 5.4% | -7.4% | -17.5
Oc1c(Br)cc(Br)cc1-c1nc2ccccc2s1 | / | 28.4% | 14.3% | -10.3 | / | 0.0% | 14.4% | i | /

More results.
molecule | aSyn rescue | KB-V1 MDR tox | GLP-1R inv ag | D3 ag | GLP1R ag | HEK293 tox | TDP43 rescue | PTHR1 agonist | D3 antag
COc1cc(-c2nnco2)cc(OC)c1OC | 0.0% | 21.4% | 9.5% | 10.1 | 9.5% | -5.2% | -4.9%[9.22 µM] | i | 18.2
O=C(Nc1nccs1)c1cccc(NC(=O)c2ccco2)c1 | -0.6% | 1.0% | -5.2% | -0.9 | -4.1% | -14.6% | 8.0% | i | 0.9
O=C(c1ccccc1)c1ccc(OCC(O)CN2CCCC2)cc1 (stereo unspecified) | -1.5% | -26.4% | -30.8% | -11.4 | 9.6% | 17.5% | 9.2% | -1.9% | -17.1
CCCn1c(=S)[nH]c2ccc(C(F)(F)F)cc21 | -5.9% | -21.6% | ? | -7.0 | 13.8% | -1.4% | 0.0% | -16.0% | -9.8
Oc1ccc(Br)cc1/C=N/n1c(C2CCCCC2)n[nH]c1=S | 10.1% | 22.4% | -19.0% | 2.8 | 8.3% | 0.8% | -9.7% | -13.8% | 5.8
O=C(Nc1ccccc1C(=O)N1CCCCCC1)c1ccccc1 | 2.6% | -6.1% | -0.7% | -3.9 | 21.4% | 8.8% | -20.1%[1.82 µM] | i | -8.5
CCCCNC(=O)[C@@H]1CSC2c3ccccc3C(=O)N21 (stereo partly specified) | -2.3% | 7.6% | 3.5% | -6.1 | 15.4% | 18.1% | -8.6% | i | 39.3
CC(=O)Nc1ccc(NC(=O)C(C)OC(=O)C2CC3C=CC2C3)cc1 (stereo unspecified) | 5.6% | 1.1% | 2.7% | 4.9 | -1.5% | 1.2% | 0.0% | i | ?
O=C(N/N=C/c1ccc2cccnc2c1)c1nc2ccccc2c(=O)[nH]1 | -3.8% | -9.3% | 43.6%[activator] | -16.1 | 2.1% | 1.5% | -18.2% | -17.4% | -8.0
CN1CCc2c(sc3c2C(=O)NC(c2ccc(OC(=O)c4ccc(C(C)(C)C)cc4)cc2)N3)C1 (stereo unspecified) | / | -20.5% | 2.1% | -8.7 | / | 39.7%[activator] | ? | -12.4% | /
Cc1cc(S(=O)(=O)N2CCN(CC(=O)NC(C)(C#N)C3CC3)CC2)ccc1Br (stereo unspecified) | 1.0% | -4.1% | ? | -2.2 | 8.2% | -6.4% | -9.1% | -7.7% | 6.7
Cc1noc(C)c1COc1ccccc1C(=O)N1CCN(S(=O)(=O)c2cccc([N+](=O)[O-])c2)CC1 | 6.5% | ? | 3.6% | 3.3 | -9.1% | -5.3% | 9.6% | -1.8% | -5.1
CCC1CCCCN1CCCNC(=O)CNC(=O)c1nn(-c2ccc(OC)cc2)c(=O)c2ccccc12 (stereo unspecified) | 1.3% | -1.5% | -13.7% | -2.3 | 4.1% | 8.4% | -20.5% | i | -0.6
CN1CCN(C(CNC(=O)C(=O)Nc2ccc3c(c2)OCO3)c2ccc(F)cc2)CC1 (stereo unspecified) | 1.0% | 1.0% | ? | -6.3 | 16.9% | -8.3% | -13.8% | -10.0% | -21.9

Source: PubChem
